KCNH2 WT inh = blocks the wildtype human KCNH2 potassium channel; actives 0.37% (n = 340,000); activity change, % at 1.84 µM; AID 720551; U2OS, BacMam KCNH2, thallium flux FluxOr; stronger effect = lower value;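 active means maximum activity change below -70%; inconclusive means maximum activity change between -70% and -50%; inactive means maximum activity change above -50%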
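U2OS cells were transduced with wild-type KCNH2 virus (2.03 x 10^8 / mL) for 4 h at room temperature, then cultured overnight at 37 C. Thallium flux was read with FluxOr dye. Rate constants were normalized to DMSO controls.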
GALK inhibitor = galactokinase (human) inhibition. P51570. Purified GALK, Kinase-Glo residual ATP luminescence. Potency, µM (titrated, usually from 57.5 µM), for the others: top-dose activity change, negative = inhibition, actives largely listed as inhibitors. actives 0.007% (n = 270,000). AID 1868; further: potency means the concentration at half of the fitted maximal effect
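Kinase-Glo Plus luminescence measured ATP left after a 1 h room-temperature reaction. The reaction used 5 nM GALK, 100 uM galactose and 35 uM ATP at pH 8.0 (20 mM HEPES, 5 mM MgCl2, 60 mM NaCl, 1 mM DTT, 0.01% BSA).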
B2AR arrestin = recruits beta-arrestin to the human beta2-adrenergic receptor; P07550; beta-arrestin recruitment to beta2AR, cell-based reporter; Potency, µM (titrated, usually from 46.1 µM), for inactives: top-dose activation, usual class: activators; actives 0.02% (n = 330,000);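 further: potency means the concentration at half of the fitted maximal effect; 0% = DMSO controls and full agonism = EC100 isoproterenol or metaproterenol; nearly all actives have a fitted effect of over 65% in size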
Target sequence (P07550 whole entry, looked up): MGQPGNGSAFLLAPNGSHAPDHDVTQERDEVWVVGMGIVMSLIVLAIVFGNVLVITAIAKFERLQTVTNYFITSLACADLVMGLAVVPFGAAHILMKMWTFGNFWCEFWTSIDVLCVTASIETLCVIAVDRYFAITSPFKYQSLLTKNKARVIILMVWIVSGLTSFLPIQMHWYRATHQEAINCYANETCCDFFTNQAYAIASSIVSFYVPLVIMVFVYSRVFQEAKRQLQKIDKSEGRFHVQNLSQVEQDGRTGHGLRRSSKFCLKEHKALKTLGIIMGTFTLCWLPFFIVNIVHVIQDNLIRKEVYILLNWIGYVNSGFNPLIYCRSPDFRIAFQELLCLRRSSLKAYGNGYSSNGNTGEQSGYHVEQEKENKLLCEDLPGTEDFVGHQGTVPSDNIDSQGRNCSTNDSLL
BCR signal inh = blocks chronic active B-cell receptor signaling. ABC-DLBCL IkBa-CBG/CBR reporter, luminescence ratio, 4 h. Potency, µM (highest dose often 46.1 µM), inactives show at the highest dose ratio change, negative = lower green/red ratio, hits mostly inhibitors. actives 0.05% (n = 340,000). AID 493014; active means well fitted inhibition curve with a large enough effect in the signal ratio, with a control signal flat, not every such curve was filed as active; inconclusive means small, poorly fitted or top-dose-only effect, or effect the other way, or a change in a side signal; the % refers to the signal ratio;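 further: potency means the concentration at half of the fitted maximal effect; plate controls were basal doxycycline-induced cells for no effect and cells given 10 µM MG132 for full effect; MG132 reads +100%, hits lower the ratio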
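Concentration-response series (up to 46 uM) were applied to TMD8 dual-reporter cells for 4 h at 37C with doxycycline. Green/red ratio, after filter-overlap correction, defined %Activity; red signal alone was normalised to basal cells and zero luminescence.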
PKM2 act = increases activity of human pyruvate kinase M2 | purified PKM2, Kinase-Glo ATP luminescence, activation; response scale: 0% is enzyme alone, no compound | Potency, µM (doses to about 57.5 µM), for the others: at the highest dose activation, actives largely listed as activators | actives 0.34% (n = 260,000) | P14618; further: potency means the concentration at half of the fitted maximal effect; nearly all actives have a fitted effect of over 55% in size
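Purified hPK-M2 (>95%) run at intermediate activity with 0.1 mM ADP and 0.5 mM PEP in 50 mM imidazole pH 7.2, KCl, MgCl2; 1 h room temperature. ATP formed read by Kinase-Glo luminescence; normalized to uninhibited and no-enzyme controls.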
USP2a inh = blocks human ubiquitin-specific protease USP2a. actives 0.01% (n = 330,000). USP2 core, Ub-CHOP2 coupled fluorogenic reporter, 485/531. Potency, µM (titrated, usually from 38.3 µM), for the others: at the highest dose activity change, negative = inhibition, hits mostly inhibitors;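 further: potency means the concentration at half of the fitted maximal effect; plate controls were DMSO wells for no effect and full inhibition by NEM control for full effect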
Target sequence (O75604 whole entry, looked up): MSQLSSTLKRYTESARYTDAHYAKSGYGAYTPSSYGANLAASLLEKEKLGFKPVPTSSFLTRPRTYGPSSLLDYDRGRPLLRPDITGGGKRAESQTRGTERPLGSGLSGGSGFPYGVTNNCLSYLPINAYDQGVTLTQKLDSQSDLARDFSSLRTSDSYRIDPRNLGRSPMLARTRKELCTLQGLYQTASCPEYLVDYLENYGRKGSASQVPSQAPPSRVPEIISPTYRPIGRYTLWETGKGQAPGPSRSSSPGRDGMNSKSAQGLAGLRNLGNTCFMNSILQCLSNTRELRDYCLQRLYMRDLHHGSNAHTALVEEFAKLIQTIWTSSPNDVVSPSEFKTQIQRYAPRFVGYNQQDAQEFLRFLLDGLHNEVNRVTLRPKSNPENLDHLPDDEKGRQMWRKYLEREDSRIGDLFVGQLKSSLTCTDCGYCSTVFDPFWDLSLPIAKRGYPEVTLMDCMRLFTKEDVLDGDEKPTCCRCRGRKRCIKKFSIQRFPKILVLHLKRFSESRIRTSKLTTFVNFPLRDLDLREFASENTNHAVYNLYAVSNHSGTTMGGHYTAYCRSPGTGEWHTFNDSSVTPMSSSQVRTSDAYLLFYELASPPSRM
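Deubiquitinase activity read as fluorescence (485/531 nm) after Ub-CHOP2 cleavage activates the enterokinase reporter on its substrate; USP2 core 10nM, Ub-CHOP2 and substrate 25nM each, 30min compound preincubation then 60min RT; data normalized to NEM, curves fitted.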
Eya2 inh = inhibitors of human Eya2 phosphatase activity; O00167; recombinant Eya2, OMFP fluorescence dephosphorylation (OMFP is methylfluorescein phosphate); Potency, µM (highest dose often 76.9 µM), for inactives: at the highest dose activity, negative = inhibition, most hits filed as inhibitors; actives 0.006% (n = 330,000); AID 488837; further: potency means the concentration at half of the fitted maximal effect
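Eya2 (0.2 uM) preincubated 10 min at ambient with compound, then OMFP substrate added at 50 uM; 10 min reaction in 50 mM HEPES pH 7.5, 50 mM NaCl, 5 uM MgCl2, 0.05% BSA, 1 mM DTT. Fluorescence read at Ex 485/Em 525 nm.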
Giardia kill = Giardia lamblia killing; actives 0.15% (n = 340,000); activity change, % at 7.66 µM, hits read low; Giardia lamblia trophozoite viability; in the data active means activity change below about -80%; inconclusive means between about -30% and that limit;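 further: parasites exposed to compound for two days anaerobically before the ATP read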
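Viability, read as ATP luminescence: trophozoites at 100 cells/well, compound added, 48 hrs anaerobic at 37 deg C, then 15-30 min room-temperature development before reading.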
uPA surface inh = blocks generation of uPA at the cell surface; cell surface uPA generation assay, qHTS; Potency, µM (highest dose often 38.3 µM), for the others: at the top dose activity change, negative = inhibition, actives largely listed as inhibitors; actives 0.31% (n = 330,000); AID 540303; active means well fitted inhibition curve with a large enough effect; inconclusive means small, poorly fitted or top-dose-only effect; inactive means no such curve, though single readings can be large or run the other way; tested in mouse RAW 264.7 cells; further: potency means the concentration at half of the fitted maximal effect; nearly all actives have a fitted effect of over 55% in size
KCNH2 3.1 block = inhibitors of human KCNH2 3.1 potassium channel isoform; actives 0.95% (n = 340,000); activity change, % (tested at about 1.8 µM); AID 720553; U2OS KCNH2 3.1, thallium flux FluxOr; stronger effect = lower value;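 active means maximum activity change below -70%; inconclusive means maximum activity change from -70% to -50%; inactive means maximum activity change above -50%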;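 further: thallium influx rate constant from kinetic fluorescence after stimulation buffer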
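Thallium flux read-out: FluxOr dye with Red40 quencher in HBSS/HEPES, 45 min at RT. Rate constants from kinetic reads were normalized to positive and negative DMSO controls. Cells: U2OS virally expressing the 3.1 isoform.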
Coupling enz = coupling enzyme interference in Giardia aldolase counter-screen; coupling enzyme system counterscreen, AmpLite Red fluorescence; activity change, negative = inhibition, % at 58.2 µM, hits read low; actives 0.67% (n = 290,000); in the data active means activity change below about -30%
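Counterscreen lacking aldolase: glyceraldehyde-3-phosphate coupling-enzyme reagent preincubated 10 min at RT with compound (at 57.5 uM final), then substrate/coupling system with AmpLite Red added; fluorescence read at 525/598 nm after 20 min RT.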
An asterisk follows results filed as active; i = inactive; ? = inconclusive; . = not tested or not shown; [ ] = dose if it differs, or a comment. Unless noted, the call rests on the fitted dose curve; in most records, active means well fitted curve in the direction sought with a large enough effect; inconclusive means small, poorly fitted or top-dose-only effect, or another doubt; inactive means no such curve, though single readings can be large; an effect the other way counts as inactive or inconclusive. Unless noted, on the % scale 0 is the no-effect control and ±100 the full control effect.

SMILES	KCNH2 WT inh	GALK inhibitor	B2AR arrestin	BCR signal inh	PKM2 act	USP2a inh	Eya2 inh	Giardia kill	uPA surface inh	KCNH2 3.1 block	Coupling enz
S=c1[nH]nc(Cc2sc(-c3ccccc3)nc2-c2ccccc2)o1	1	28µM*	-0.2%	?	7%	0%	4%	-29	-2%	5	12
Clc1ccc(-c2cnc3n2CCCCC3)cc1	16	7%	-0.1%	1%	-1%	3%	15%	?	2%	4	3
CC(=O)c1sc(-c2ccc(Cl)cc2)nc1C	0	-2%	0.4%	?	0%	4%	-2%	5	-2%	4	1
CC1Cc2ccccc2N1C(=O)Cn1cc([N+](=O)[O-])cn1 (stereo not given)	1	3%	0.2%	-7%	2%	4%	8%	-22	-3%	-4	1
COc1ccc(-c2nc(CSCC(=O)NC3CCCc4ccccc43)c(C)o2)cc1OC (stereo not given)	-9	0%	0.2%	?	7%	-5%	3%	2	-3%	-4	-7
FC(F)(F)c1ccccc1N/N=C/c1cccnc1	3	6%	-0.7%	?	5%	-3%	-4%	11	4%	-15	-3
O=C(c1ccccc1)c1ccc(OCC(O)CN2CCCCC2)cc1 (stereo not given)	21	-1%	-1.9%	-1%	-6%	2%	7%	5	-1%	11	1
CN(C)c1ccc(C2NCCS2)cc1 (stereo not given)	3	0%	0.2%	-1%	0%	0%	-14%	-5	3%	-12	-1
CCS(=O)(=O)c1ccc(O)c(NC(=O)c2cc(OC)c(OC)c(OC)c2)c1	44	0%	0.0%	-6%	3%	0%	-5%[15.4 µM]	-1	.	7	3
CN(C)C(CNC(=O)c1ccc(C(=O)c2ccccc2)cc1)c1ccccc1 (stereo not given)	7	2%	0.0%	-10%	3%	-3%	-5%	14	-1%	6	1
O=C(COC(=O)c1nc(Cl)ccc1Cl)Nc1ccccc1OC(F)F	-10	-2%	-0.1%	0%	6%	3%	1%	8	-3%	4	1
COc1ccc(C(c2c(C)n(C)n(-c3ccccc3)c2=O)c2c(C)n(C)n(-c3ccccc3)c2=O)cc1OC	-2	-2%	-0.7%	?	-2%	-1%	8%	-4	-4%	8	-1
COc1cc(NC(=S)Nc2ccccn2)cc(OC)c1OC	-3	-1%	0.5%	1%	-13%	0%	-5%	-2	-4%	5	0
O=[N+]([O-])c1cc2c(cc1CN1CCN(CCOCCO)CC1)OCO2	6	3%	3.1%	5%	-7%	0%	-5%	-14	?	-5	-4
O=C(COC(=O)CN1C(=O)C2CCCCC2C1=O)NCc1ccc(Cl)cc1Cl (stereo not given)	4	.	0.0%	2%	.	-2%	0%	-11	12%	-16	.

Reformatted with each value named: part of the list above
> CN(C)c1ccc(C2NCCS2)cc1 (stereo not given)
  KCNH2 WT inh = 3
  GALK inhibitor = 0%
  B2AR arrestin = 0.2%
  BCR signal inh = -1%
  PKM2 act = 0%
  USP2a inh = 0%
  Eya2 inh = -14%
  Giardia kill = -5
  uPA surface inh = 3%
  KCNH2 3.1 block = -12
  Coupling enz = -1
> CCS(=O)(=O)c1ccc(O)c(NC(=O)c2cc(OC)c(OC)c(OC)c2)c1
  KCNH2 WT inh = 44
  GALK inhibitor = 0%
  B2AR arrestin = 0.0%
  BCR signal inh = -6%
  PKM2 act = 3%
  USP2a inh = 0%
  Eya2 inh = -5%[15.4 µM]
  Giardia kill = -1
  uPA surface inh = .
  KCNH2 3.1 block = 7
  Coupling enz = 3
> CN(C)C(CNC(=O)c1ccc(C(=O)c2ccccc2)cc1)c1ccccc1 (stereo not given)
  KCNH2 WT inh = 7
  GALK inhibitor = 2%
  B2AR arrestin = 0.0%
  BCR signal inh = -10%
  PKM2 act = 3%
  USP2a inh = -3%
  Eya2 inh = -5%
  Giardia kill = 14
  uPA surface inh = -1%
  KCNH2 3.1 block = 6
  Coupling enz = 1
> O=C(COC(=O)c1nc(Cl)ccc1Cl)Nc1ccccc1OC(F)F
  KCNH2 WT inh = -10
  GALK inhibitor = -2%
  B2AR arrestin = -0.1%
  BCR signal inh = 0%
  PKM2 act = 6%
  USP2a inh = 3%
  Eya2 inh = 1%
  Giardia kill = 8
  uPA surface inh = -3%
  KCNH2 3.1 block = 4
  Coupling enz = 1

Next section.
SMILES	KCNH2 WT inh	GALK inhibitor	B2AR arrestin	BCR signal inh	PKM2 act	USP2a inh	Eya2 inh	Giardia kill	uPA surface inh	KCNH2 3.1 block	Coupling enz
CCOc1cccc(C(=O)NC(=S)Nc2ccc(Cl)cc2C(=O)O)c1	11	-1%	0.0%	?	6%	3%	0%	25	3%	10	0
O=c1oc(-c2ccccc2NS(=O)(=O)c2ccc(Cl)cc2)nc2ccccc12	-1	1%	0.2%	11%	-11%	-2%	-5%	3	0%	5	0
CC(NC(=O)c1ccccc1Cl)C(=O)O (stereo not given)	-2	-2%	0.0%	?	0%	-1%	-6%	4	2%	-10	1
CCc1ccc(N(C(=O)c2csnn2)C(C(=O)NCc2ccccc2)c2ccco2)cc1 (stereo not given)	4	.	-0.3%	-1%	-12%	-8%	-16%	-6	4%	1	-3
O=C(c1ccccc1Cl)N1CCC(c2nc3c(nnn3Cc3ccco3)c(=O)[nH]2)CC1	1	0%	-0.6%	1%	-13%	0%	-7%	1	3%	3	5
CC1(C)CC(=O)C2=C(C1)NC(=O)NC2c1ccc([N+](=O)[O-])cc1 (stereo not given)	-7	14%	0.2%	3%	-2%	0%	-4%	-1	1%	-6	3
Cc1ccc(C(=O)CSc2nc(O)cc(=O)[nH]2)cc1C	3	-5%	-0.1%	5%	13%	0%	3%	7	-9%	2	3
CCCN1CCN(C(=O)Cn2c(=O)oc3cc(S(=O)(=O)NCc4ccccc4)ccc32)CC1	19	-3%	-0.1%	1%	9%	-1%	-3%	-14	-1%	11	1
CCn1c(COc2ccc(OC)cc2)nnc1SCc1nc2ccccc2c(=O)[nH]1	.	13%	0.4%	-3%	-9%	-2%	-1%	.	.	.	4
CSCCC(NC(=O)c1ccc(Cl)cc1Cl)C(=O)OC(C)C(=O)NCc1ccco1 (stereo not given)	-9	.	-1.3%	9%	.	0%	6%	5	-9%	-6	.
O=C(NC1C(=O)NNC1c1ccccc1)c1ccccc1 (stereo not given)	-1	-1%	0.2%	-1%	13%	0%	-25%	-18	5%	2	0
Cc1ccc([N+](=O)[O-])c2c1C(N1CC(C)OC(C)C1)C(C)(C)O2 (stereo not given)	i	1%	-1.1%	0%	5%	1%	14%	-6	0%	-26	0
CCOc1ccc(S(=O)(=O)Nc2nc3ccccc3nc2-n2ccc(=NC(=O)c3cccs3)cc2)cc1	.	1%	0.1%	-6%	5%	3%	4%	-27	19%	-7	-1
COCCCn1c(SCC(=O)N(C)C)nnc1-c1ccccc1	2	5%	0.5%	-1%	-2%	0%	-24%	-1	.	11	2
Cc1noc(C)c1C(=O)OC(C)C(=O)N(C)c1ccccc1 (stereo not given)	-3	.	-1.1%	2%	.	2%	13%	13	-6%	6	.
S=C(Nc1ccccc1)c1nc2ccccc2s1	-38	0%	0.1%	?	3%	4%	-2%	-9	?	11	1
Cc1cccc(NC(=O)Cn2cccc2)c1	-2	-2%	0.4%	-21%	3%	3%	0%	-11	-4%	9	3
Cc1ccc(CNS(=O)(=O)c2cn(C)cn2)cc1	-15	3%	-0.2%	3%	4%	0%	8%	-7	6%	7	0
C#CCNC(=O)C1=C[C@H](c2csc3ccccc23)C[C@H](OCCCCO)O1	.	-1%	-0.2%	8%	1%	1%	-19%	8	14%	.	6
Cc1nc(C)c(C(=O)Nc2cccc(F)c2)s1	11	3%	-0.4%	5%	.	2%	8%	21	-4%	-5	3
O=C(CNC1CCCCCC1)Nc1ccccc1N1CCCCC1	-1	.	0.5%	14%	-3%	1%	-13%	0	12%	12	-3
Cc1cc(C)c2c(=O)[nH]c(SCC(=O)N3CCCCC3)nc2n1	-3	6%	0.5%	7%	-5%	2%	7%	-4	2%	6	2
COC(=O)c1ccc(NC(=O)CN(C)S(=O)(=O)c2ccc(OC)c(C)c2)cc1	-1	-1%	0.0%	?	-8%	-1%	-2%	7	-6%	-2	-6
CCn1c(=NC(=O)CN2C(=O)CCC2=O)sc2c(OC)ccc(OC)c21	-2	1%	-0.2%	2%	7%	2%	4%	-27	-2%	31	1
O=[N+]([O-])c1ccc2nnn(O)c2c1	-8	.	-1.3%	-2%	1%	1%	5%	6	1%	0	-3
Cc1ccn2c(CNC(C)c3cn(C)nc3C)c(C(=O)N3CCCCCC3)nc2c1 (stereo not given)	5	-3%	-0.5%	2%	-2%	0%	-1%	-14	0%	3	.
COc1ccc2cnn(Cc3ccccc3)c(=O)c2c1OC	4	0%	0.1%	5%	1%	3%	-5%	11	-6%	2	-4
